From PubChem BioAssay
LGR2 antag: inhibitors of bursicon-induced LGR2 CRE-luciferase signal, primary screen, cell-based, HEK293, CRE-luciferase reporter, bursicon stimulation; Drosophila bursicon receptor LGR2 (rickets); bursicon-stimulated, 4 h; inhibition, % at 9.99 µM; actives 0.35% (n = 380,000); AID 720647, 2013;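 active = drop in luminescence signal, shown as inhibition above about 50% in the replicate tests, limit read from the data, passing the limit was not always enough; inconclusive = probably only some replicates passing the limit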;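 note: agonist challenge used bursicon conditioned medium at about half maximal strength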
PAX8 reporter: inhibitors of PAX8-driven TPO luciferase reporter, primary screen, RMG-I cells, single concentration; inhibition, % at 12.6 µM; SteadyGlo, 24 h; actives 1.2% (n = 360,000);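 active = mean replicate inhibition at least 60% with every replicate also reaching 60%; inconclusive = only one of the two criteria is met; inactive = mean below 60% and not all replicates reaching 60%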;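 note: luciferase light reporting Pax8 driven TPO promoter activity; plate controls were median of neutral control wells for no effect and mitoxantrone controls for full effect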
FN deposition inh: inhibitors of fibronectin matrix deposition, primary screen, AH1F cells, Alexa488-fibronectin fluorescence, plate reader; actives 0.086% (n = 350,000); AH1F fibroblasts, overnight; AID 743247, 2014; inhibition, % at 12.6 µM;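 active = mean inhibition across replicates of 30% or more, regardless of how many single replicates reach that level; inconclusive = mean under 30% yet at least half of replicates reach 30%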;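 note: positive control wells lacked labelled fibronectin entirely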
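test system = AH1F fibroblasts assembling fluorescent fibronectin matrix | quantity = 10000 AH1F cells per well | buffer or medium = DMEM plus 2% serum, read in PBS | doses = single dose, pinned | incubation = 1 h cell attachment, overnight exposure to compound and label | detection = fluorescence at 485 nm excitation, 525 nm emission | read-out basis = inhibition from reduced deposited-fibronectin fluorescence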
ERAP1 inh: human ERAP1 aminopeptidase inhibitors, primary screen, biochemical, single point, plate reader | recombinant ERAP1, Leu-AMC fluorescence, 60 min | inhibition, % at 10.7 µM | Endoplasmic reticulum aminopeptidase 1 (Homo sapiens), Q9NZ08 | actives 0.15% (n = 340,000);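 active = mean replicate inhibition of at least 30%, or all replicates individually reaching that 30% level; inactive = mean below 30% and not every replicate reaching it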;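 note: 0% = neutral control wells and 100% = L-leucinethiol positive control wells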
Target sequence (Q9NZ08 whole entry, looked up): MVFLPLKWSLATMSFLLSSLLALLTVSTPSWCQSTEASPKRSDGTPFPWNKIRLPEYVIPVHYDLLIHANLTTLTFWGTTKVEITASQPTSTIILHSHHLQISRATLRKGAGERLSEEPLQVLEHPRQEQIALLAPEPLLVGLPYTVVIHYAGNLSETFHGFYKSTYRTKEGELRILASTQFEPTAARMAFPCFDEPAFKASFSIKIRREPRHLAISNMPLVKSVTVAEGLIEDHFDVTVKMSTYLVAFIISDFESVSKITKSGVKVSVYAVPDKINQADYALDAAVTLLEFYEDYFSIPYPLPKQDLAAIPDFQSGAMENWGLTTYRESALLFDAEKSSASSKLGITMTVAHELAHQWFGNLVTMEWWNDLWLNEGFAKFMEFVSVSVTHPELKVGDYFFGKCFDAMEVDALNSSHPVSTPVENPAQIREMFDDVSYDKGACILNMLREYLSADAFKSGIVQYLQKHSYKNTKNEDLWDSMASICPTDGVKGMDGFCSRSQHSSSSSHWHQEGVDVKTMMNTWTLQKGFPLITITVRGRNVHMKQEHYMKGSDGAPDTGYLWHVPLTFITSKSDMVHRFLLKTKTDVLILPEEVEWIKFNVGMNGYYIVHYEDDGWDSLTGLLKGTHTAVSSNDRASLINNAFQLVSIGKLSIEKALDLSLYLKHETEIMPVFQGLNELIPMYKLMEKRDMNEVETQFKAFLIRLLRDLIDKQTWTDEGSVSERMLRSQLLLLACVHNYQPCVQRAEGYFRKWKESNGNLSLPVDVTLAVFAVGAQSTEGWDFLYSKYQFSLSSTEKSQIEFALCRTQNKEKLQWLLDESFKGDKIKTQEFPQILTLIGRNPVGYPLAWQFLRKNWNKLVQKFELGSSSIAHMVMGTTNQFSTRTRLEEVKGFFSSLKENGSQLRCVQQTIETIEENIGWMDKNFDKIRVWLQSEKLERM
PglD inh: C. jejuni PglD acetyltransferase inhibitors, primary screen, biochemical, DTNB colorimetric, single point | purified PglD enzyme, DTNB colorimetric CoA detection | inhibition, % at 12.5 µM | actives 0.098% (n = 360,000) | UDP-N-acetylbacillosamine N-acetyltransferase PglD (Campylobacter jejuni) | AID 602405, 2012; in the data active = inhibition above about 16%, passing the limit was not always enough; inconclusive = no clear call, values can overlap the other calls; note: strong numbers were not always called active
EWS-Fli inh: EWS/Fli-driven NR0B1 reporter inhibitors, primary screen, A673 cells, NR0B1 luciferase, luminescence, MLPCN library | AID 651661, 2012 | inhibition, % at 12.6 µM | viability-normalised | actives 0.67% (n = 350,000);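 active = mean inhibition of at least 50% after viability correction, with every replicate also passing that limit; inconclusive = mean reaches 50% but only one of two replicates passes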;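 note: firefly luciferase signal divided by Alamar Blue viability fluorescence both relative to DMSO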
S100A4 inh HTS: inhibitors of S100A4-myosin IIA peptide binding, primary screen, biochemical, fluorescence polarization, TAMRA-MyoIIA peptide. inhibition, % at 10.7 µM. AID 652163, 2013. Protein S100-A4 (Homo sapiens), P26447. actives 0.14% (n = 360,000);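 active = mean inhibition of at least 70% across replicates, with every replicate also reaching that level; inconclusive = mean inhibition reaches 70% but some replicates fall short; inactive = mean inhibition below 70%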
Target sequence (P26447 whole entry, looked up): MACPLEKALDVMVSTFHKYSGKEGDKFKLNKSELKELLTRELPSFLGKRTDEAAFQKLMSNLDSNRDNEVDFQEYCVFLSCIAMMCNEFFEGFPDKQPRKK
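Material: S100A4 monomer protein | Medium: HEPES pH 7.2 with CaCl2, KCl, NaCl, DTT, Triton | Reagent: Labelled myosin peptide probe, 5 nM | Doses: One dose per compound | Times: 5 min incubation before reading | Benchmarks: Neutral control DMSO, positive control TFP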
PGC1a acetyl inh: inhibitors of PGC1a acetylation signal, primary screen, cell-based, U2OS, AlphaScreen, inhibitor mode; inhibition, % at 15.6 µM; AlphaScreen anti-acetyl-lysine; with virally co-expressed GCN5 acetyltransferase; actives 0.17% (n = 350,000);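 active = every replicate shows inhibition of at least 40%; inconclusive = mean inhibition at least 40% but some replicate below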;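 note: 0% = neutral control wells and 100% = positive control wells; some results beyond the cut were filed as inactive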
* hit, by the source's call; ? = inconclusive; · = no result given; & = joins results of further samples.

Under each structure: LGR2 antag	PAX8 reporter	FN deposition inh	ERAP1 inh	PglD inh	EWS-Fli inh	S100A4 inh HTS	PGC1a acetyl inh
> Cc1cccc(N2CCN(C(=O)CCCn3c(=S)[nH]c4cc5c(cc4c3=O)OCO5)CC2)c1C
    ·	-4	-3	·	6	·	·	-13
> Cc1ccc(C)c(S(=O)(=O)N2CCN(C(=O)C(C)Sc3ccccc3)CC2)c1 (stereo unspecified)
    -11	-1	3	0	-1	6	-11	·
> O=Cc1c(NCc2ccco2)nc2ccccn2c1=O
    -4	21	7	3	·	-22	0	3
> CC(=O)c1cccc(-c2ccnc3c2CC(C(=O)NCc2cccs2)O3)c1 (stereo unspecified)
    -8	?	-11	0	6	73*	0	·
> Cc1cc(C)[n+]2[nH]c(N)c(N=Nc3ccccc3)c2n1
    3	-30	-9	5	·	-30	-4	3
> CC(=O)Nc1ccc(-c2ccnc3c2CC(C(=O)NCc2ccc(N4CCN(C)CC4)cc2)O3)cc1 (stereo unspecified)
    9	-13	5	-2	2	3	4	3
> NC1=C([N+](=O)[O-])C(c2ccc(F)cc2)C2=C(CCCC2=O)O1 (stereo unspecified)
    4	-3	11	1	·	-4	0	·
> C[C@H]1CN([C@@H](C)CO)C(=O)CCCn2cc(nn2)CO[C@H]1CN(C)C(=O)Nc1ccc(F)cc1
    -3	·	2	-1	-1	-2	-8	2
> Cc1ccc(S(=O)(=O)NCCCCCC(=O)Nc2cccc(C)c2)cc1
    8	27	-2	·	-1	·	·	8
> CCOC(=O)C1CCCN(C(=O)c2cc(Nc3ccc(OC)c(OC)c3)nc3ccccc23)C1 (stereo unspecified)
    ·	-10	-1	·	2	·	·	-4
> Cc1ccc(S(=O)(=O)CC(=O)N(CCCN2CCOCC2)c2nc3c(F)cccc3s2)cc1
    1	·	2	2	-4	-33	31	·
> C[C@@H]1CCCCO[C@H](CN(C)S(=O)(=O)c2ccccc2)[C@H](C)CN([C@H](C)CO)C(=O)c2cc(NC(=O)Cc3ccccc3)ccc2O1
    7	10	4	0	2	0	10	-15
> N=c1c(S(=O)(=O)c2ccccc2)cc2c(=O)n3ccccc3nc2n1CCCN1CCOCC1
    -1	-5	0	-79	2	·	0	·
> O=c1[nH]c2cc([N+](=O)[O-])ccc2c2ccc([N+](=O)[O-])cc12
    -1	9	2	1	·	4	1	·
> O=C(Nc1ccccc1N1CCCC1)c1ccc2c(c1)OCO2
    ·	0	4	·	-1	·	·	-15
> CC(C)NC(=O)Nc1ccc2c(c1)C(=O)N([C@@H](C)CO)C[C@H](C)[C@@H](CN(C)C(=O)Nc1ccccc1)O2
    -10	3	·	0	0	-3	15	6
> CCN(CC)CCNC(=O)C1(O)c2cc(Br)ccc2NC(=O)N1c1c(F)cccc1F (stereo unspecified)
    10	3	1	2	-4	6	-3	7
> O=C(C(=O)N1CCC(CNS(=O)(=O)c2cccc3ccccc23)CC1)c1cccs1
    -20	22	1	2	·	11	-10	·
> CCC(=O)N1N=C(c2ccccc2)CC1c1ccc([N+](=O)[O-])cc1 (stereo unspecified)
    3	-2	4	0	-5	6	-12	2
> CNC[C@H]1Oc2ccc(NC(=O)Cn3cnnn3)cc2CC(=O)N([C@H](C)CO)C[C@@H]1C
    -4	4	·	6	7	-3	1	3
> CO[C@@H]1CN(C)C(=O)c2cc(NS(=O)(=O)CC(F)(F)F)ccc2OC[C@@H](C)N(CC2CCCCC2)C[C@H]1C
    1	1	5	·	-3	7	-48	7
> O=C(CSc1ccc([N+](=O)[O-])cn1)Nc1ccccc1N1CCOCC1
    -1	8	1	3	-5	-4	-1	·
> Cc1ccccc1S(=O)(=O)N1CC[C@@H]2[C@H]1c1cc(Br)ccc1N(C)[C@H]2CO
    -2	-11	-12	·	2	-7	·	8
> C[C@@H]1CN([C@H](C)CO)C(=O)c2cccc(NC(=O)NC3CCCCC3)c2O[C@H]1CN(C)S(=O)(=O)c1cn(C)cn1
    5	·	5	0	0	-11	-12	-4
> CCc1nn(C(C)C(=O)NCc2ccc(Cl)cc2)c(=O)c2cc3occc3n12 (stereo unspecified)
    1	11	0	-3	2	-1	-8	3
> COC(=O)c1ccc(NC(=O)CN2C(=O)CNC2=O)cc1
    3	-6	9	9	3	·	-10	-11
> COc1ccc(Oc2cccc(Cl)c2CNC(=O)c2ccccc2C(=O)O)cc1
    -11	19	-6	0	-2	3	5	2
> CCOC(=O)c1cc(-c2ccccc2)nc2nc(N(CC)CC)sc12
    -11	6	-2	-7	-1	-11	-3	-1
> COc1ccc2c3c([nH]c2c1)[C@H](CO)N(C(=O)c1ccccn1)CC31CCN(C(=O)C2CCCCC2)CC1
    -31	-3	·	0	·	4	25	·
> O=C1CCCC2=C1C(c1ccccc1)CC(=O)N2c1ccc(F)cc1F (stereo unspecified)
    8	21	7	6	·	0	-1	·
> COc1cc(C(=O)Nc2ccc(NC(C)=O)cc2)ccc1OCc1ccccc1
    4	-7	16	-3	·	-5	13	-6
> O=C(C[C@H]1CC[C@H]2[C@@H](COC[C@@H](O)CN2S(=O)(=O)c2ccccc2Cl)O1)NCc1ccccc1Cl
    -8	6	3	-1	-1	3	13	4
> C(=C\c1ccccc1)/CN1CCN(C(c2ccccc2)c2nnnn2-c2ccc3c(c2)OCCO3)CC1 (stereo unspecified)
    18	-1	·	·	2	2	1	-4
> CN(C)C(=O)c1ccc(-c2ccc3c(c2)[C@@H]2[C@@H](CCN2C(=O)C2CCCCC2)[C@@H](CO)N3C)cc1
    2	14	5	-1	·	6	0	6
> C[C@@H]1CN([C@H](C)CO)C(=O)c2cc(NC(=O)CCC(F)(F)F)ccc2O[C@H]1CN(C)Cc1ccc(Cl)c(Cl)c1
    7	13	·	1	1	·	5	-2
> Cc1noc(C)c1NC(=O)NCC[C@H]1CC[C@@H](NC(=O)c2ccncc2)[C@H](CO)O1
    13	-8	·	-1	-2	0	-1	1
> Cn1cnnc1SCC(=O)Nc1nc(-c2ccccc2)cs1
    -10	-12	·	-1	·	-5	4	5
> Cc1ccc(Cl)cc1N1CCN(C(=O)C2CCN(c3nnc(-n4cccc4)s3)CC2)CC1
    15	39	2	·	-1	20	1	1
> CN(C)C(=O)c1cccc(-c2ccccc2[C@H]2[C@@H](CO)N(C(=O)C3CCC3)[C@H]2C#N)c1
    3	·	-7	-3	·	-4	1	-8
> CC(C)NC(=O)NCC[C@H]1CC[C@H](NC(=O)Nc2ccccc2)[C@H](CO)O1
    2	-12	13	-2	0	-2	31	-6
> C[C@@H]1CN([C@H](C)CO)C(=O)c2c(c3ccccc3n2C)-c2ccccc2CO[C@H]1CN(C)S(=O)(=O)c1ccc(C(F)(F)F)cc1
    29	83*	-13	2	·	16	2	-6
> C[C@@H]1CN([C@H](C)CO)C(=O)c2cc(/C=C/c3ccccc3)cnc2O[C@@H]1CN(C)Cc1ccncc1
    -4	·	·	4	-2	3	2	20
> CCS(=O)(=O)Nc1ccc2c(c1)C(=O)N(C)C[C@@H](OC)[C@H](C)CN(C(=O)NC(C)C)[C@@H](C)CO2
    4	·	10	-2	4	0	-13	8
> COC(=O)[C@@H]1C[C@@]2(O)[C@H](O)[C@H](O)[C@H](O)C[C@H]2N1Cc1cccc2ccccc12
    23	5	-5	-1	1	27	-2	7
> CCC(=NNS(=O)(=O)c1ccc(C)cc1)c1ccc(OC)c(C)c1
    ·	23	-7	0	1	-9	2	13
> CC1CN(C(=O)CSc2nnc(NC(=O)NC(C)(C)C)s2)CC(C)O1 (stereo unspecified)
    -7	-12	-22	0	-3	-10	0	9
> CO[C@H]1CN(C)C(=O)c2cc(C#N)ccc2OC[C@H]2O[C@@H](CC[C@H]2OC)CCN(C)C(=O)[C@H]1C
    -16	-19	-7	0	-2	-8	4	-11
> OCCCN1CCN(CCOc2ccccc2-c2ccccc2)CC1
    -2	8	-2	-1	·	6	-2	·
> COc1cc(/C=N/N=C(\N)c2nonc2N)ccc1O
    -38	-68	5	7	·	-66	3	5
> CCc1nn2cc(C(=O)c3cc(Cl)ccc3O)cnc2c1-c1ccc(F)cc1
    43	-2	3	-2	·	7	-11	·
> O=C(CN1CCCc2ccccc21)N/N=C/c1ccc(O)cc1O
    -35	17	-6	2	-1	10	0	·
> Nc1nonc1C(=O)NCCNc1ccc([N+](=O)[O-])cc1
    1	-9	-17	6	-1	13	-6	9
> C=CCNC(=O)C1CC(=O)N(c2ccc(OCC(=O)N3CCCC3)cc2)C1 (stereo unspecified)
    14	-5	7	-2	10	-14	-7	·
> O=C1NC2(CCCCC2)C(=O)N1CC(=O)N(Cc1ccccc1)c1ccccc1
    2	15	-3	3	-1	8	0	-11
> O=[N+]([O-])c1cccc(C2CC(c3ccccc3)=NN2c2ccccc2)c1 (stereo unspecified)
    -9	5	4	0	3	1	-19	·
> CCOC(=O)[C@H]1[C@H]2COc3cc(OC)ccc3[C@@H]2N2C(=O)CN(CC3CCCO3)C(=O)[C@@]12C (stereo partly specified)
    -1	-25	-1	-4	4	-10	-12	-6
> CCC(=O)Nc1ccc2c(c1)C(=O)N(C)[C@H]1CC[C@H](CC(=O)NCCOC)O[C@H]1CO2
    -1	-2	-7	-2	2	-2	5	9
> Fc1ccc(N/N=C/c2ccncc2)c(F)c1
    ·	-58	27	3	2	-37	0	13
> Cc1cc(C(=O)NNC(=O)Nc2ccc(Cl)cc2)no1
    ·	-7	-1	·	4	17	-4	1
> COc1ccccc1NC(=O)Cc1nnc(SCC(=O)Nc2ccccc2F)n1C
    5	9	-15	-1	2	4	2	·

Next structures:
Under each structure: LGR2 antag	PAX8 reporter	FN deposition inh	ERAP1 inh	PglD inh	EWS-Fli inh	S100A4 inh HTS	PGC1a acetyl inh
> CC(=O)c1ccc(C(=O)NC2CCCN(Cc3ccccc3F)C2)s1 (stereo unspecified)
    -11	8	5	-1	-1	-4	0	-2
> CC(=O)NCCn1c(SCc2cc(=O)n3cc(Cl)ccc3n2)nc2ccccc2c1=O
    3	-3	2	1	-2	·	1	4
> C[C@@H]1C[C@H](Nc2ccccc2)c2ccccc2N1C(=O)c1cccnc1
    ·	·	-3	·	10	·	33	-12
> C[C@H](CO)N1C[C@H](C)[C@@H](CN(C)C(=O)Nc2cccc(F)c2)Oc2ncc(Br)cc2C1=O
    6&4	0	1&-20	0	0	-6&-2	-14&-4	-8&-7
> Cc1nnc(NC(=O)CSc2nnc(Cc3cccn3C)n2-c2cccc(C(F)(F)F)c2)s1
    ·	2	-2	1	-1	-4	-6	3
> C(=C1c2ccccc2-c2ccccc21)c1ccncc1
    -6	-24	-4	-2	1	-20	9	·
> CCOc1ccc(CN2CCN(Cc3nc4c(s3)CCCC4)CC2CCO)cc1 (stereo unspecified)
    7	-9	-7	-2	·	-2	5	·
